Bioassay records as filed in PubChem BioAssay.
STEP inh: blocks human striatal-enriched tyrosine phosphatase. P54829. recombinant STEP, OMFP fluorogenic substrate, fluorescence. inhibition, % at 20 µM. 0.25% of 360,000 active. AID 588621;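 active = inhibition at 20 µM, scaled per plate between control wells, above about 37%, limit read from the data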;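 also: 0% = DMSO with enzyme and substrate and 100% = substrate only without enzyme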
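Also added – OMFP at 25 µM · Test system – STEP tyrosine phosphatase · Technique – FITC-channel fluorescence of OMFP product · Schedule – 20 min at room temperature, dark · Evaluation – control-normalized % inhibition with plate pattern correction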
MsrA inhibitor: inhibitors of bovine MsrA; purified bovine MsrA, absorbance read-out; inhibition, % at 15.5 µM; 0.75% of 360,000 active; AID 651718; in the data active = inhibition above about 4.5%;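 also: 0% = vehicle wells with enzyme and 100% = reference inhibitor wells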
Scp-1 inhibitor: Scp-1 (human) phosphatase inhibition | Q9GZU7 | Recombinant Scp1, phosphopeptide, malachite green phosphate absorbance | inhibition, % at 20 µM | 0.88% of 340,000 active;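 active = inhibition above about 50% at 20 µM, limit read from the data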;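 also: plate controls were DMSO wells with enzyme for no effect and wells lacking enzyme for full effect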
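Times: enzyme reaction 45 min at room temperature, colour 5 min, stabilisation 30 min. Material: SCP-1 catalytic fragment, aa 76-261. Medium: Acidic Tris acetate buffer with magnesium and detergent. Signal: colorimetric free-phosphate detection, absorbance 630 nm. Read-out basis: % inhibition of SCP-1 phosphate liberation. Reagent: Phosphorylated 17-residue peptide substrate.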
E coli Lon inh: E. coli protease La inhibition. inhibition, % at 7.94 µM. 0.42% of 360,000 active. purified E. coli Lon protease, fluorescence polarization. P0A9M0; in the data active = inhibition above about 13%, passing the limit was not always enough;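 also: 0% = enzyme with probe and DMSO and 100% = no enzyme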
Target sequence (P0A9M0 whole entry, looked up): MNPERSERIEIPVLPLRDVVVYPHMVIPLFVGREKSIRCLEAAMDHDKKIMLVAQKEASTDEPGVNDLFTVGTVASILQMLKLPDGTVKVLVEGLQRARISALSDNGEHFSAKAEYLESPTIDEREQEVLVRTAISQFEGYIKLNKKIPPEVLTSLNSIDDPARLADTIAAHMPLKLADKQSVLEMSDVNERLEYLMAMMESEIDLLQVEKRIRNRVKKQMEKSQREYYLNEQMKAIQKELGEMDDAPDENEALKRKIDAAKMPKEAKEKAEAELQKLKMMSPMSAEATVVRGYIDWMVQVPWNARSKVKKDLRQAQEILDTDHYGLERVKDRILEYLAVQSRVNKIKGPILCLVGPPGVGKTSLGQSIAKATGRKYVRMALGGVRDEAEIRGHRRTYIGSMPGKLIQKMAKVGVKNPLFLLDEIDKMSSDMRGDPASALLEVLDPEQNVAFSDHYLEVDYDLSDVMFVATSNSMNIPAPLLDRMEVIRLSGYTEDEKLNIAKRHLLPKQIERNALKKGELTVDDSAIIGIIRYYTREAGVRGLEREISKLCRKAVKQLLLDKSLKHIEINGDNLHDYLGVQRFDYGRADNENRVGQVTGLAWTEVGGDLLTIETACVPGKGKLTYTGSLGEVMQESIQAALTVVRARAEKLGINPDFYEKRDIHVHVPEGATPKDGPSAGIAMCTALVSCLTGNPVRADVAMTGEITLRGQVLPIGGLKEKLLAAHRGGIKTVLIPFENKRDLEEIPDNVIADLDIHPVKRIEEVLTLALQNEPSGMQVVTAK
NRP1-CendR mod: modulators of CendR peptide binding to human neuropilin-1 | inhibition, % at 25 µM | 0.85% of 360,000 active | FAM-RPARPAR peptide binding to NRP-1, fluorescence polarization;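 active = inhibition or corrected inhibition above about 18%, plus a signal ratio from 0.5 to 1.5, limit read from the data, passing the limit was not always enough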; also: strong numbers were not always called active
LMPTP block: LMPTP (human) inhibition. 0.22% of 360,000 active. recombinant LMPTP-A, OMFP fluorogenic substrate, fluorescence intensity. inhibition, % at 20 µM. P24666;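 active = compounds that cut the enzyme signal by at least half of the control window in the single-dose screen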;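 also: plate controls were DMSO wells with enzyme plus substrate for no effect and substrate without enzyme for full effect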
Target sequence (P24666 whole entry, looked up): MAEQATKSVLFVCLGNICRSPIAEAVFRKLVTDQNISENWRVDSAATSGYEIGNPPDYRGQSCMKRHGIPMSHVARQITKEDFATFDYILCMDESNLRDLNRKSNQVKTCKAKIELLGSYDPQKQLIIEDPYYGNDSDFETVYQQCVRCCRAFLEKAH
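Assay system: LMPTP-A phosphatase enzyme | Input: 0.625 nM enzyme | Also added: Fluorogenic phosphatase substrate OMFP at 400 µM final | Compound dosing: One test concentration per compound, 20 µM, with 3% DMSO overall | Schedule: 50 min enzyme reaction at room temperature, protected from light | Signal: Fluorescence intensity | Benchmarks: no-enzyme and uninhibited controls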
MsrA act: activates bovine MsrA enzyme | purified bovine MsrA, absorbance read-out | activation, % at 10.6 µM | 0.3% of 360,000 active | AID 602163; in the data active = activation above about 7.5%;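 also: 0% = vehicle and 100% = reference activator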
SUMO1 PPI mod: SUMO1-SIM interaction modulation. P63165. SUMO1 binding to a labelled peptide, TR-FRET, 1 h. inhibition, % at 20 µM. 0.33% of 360,000 active. AID 602429; in the data active = inhibition above about 37%
Target sequence (P63165 whole entry, looked up): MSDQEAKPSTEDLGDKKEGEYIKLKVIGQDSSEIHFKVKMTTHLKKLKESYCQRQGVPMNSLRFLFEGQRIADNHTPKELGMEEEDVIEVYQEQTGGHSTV
Tb MetRS inh: Trypanosoma brucei MetRS inhibition; inhibition, % at 11.9 µM; 0.4% of 360,000 active; purified T. brucei MetRS, ATP depletion, Kinase-Glo luminescence;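 active = inhibition above a per-plate cutoff of the control wells' mean inhibition plus 3 SD, cut at about 5.5% in these data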;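 also: 0% = DMSO wells median and 100% = median of wells with control inhibitor compound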
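Dosing: 11.9 µM compound single dose, 0.9% DMSO; Assay system: purified T. brucei MetRS enzyme; Measured by: Kinase-Glo luciferase luminescence reporting remaining unconsumed ATP; Schedule: 15 min plus 2 h at 25 °C.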
DNMT1 inh: DNMT1 (human) enzyme inhibition | DNMT1 molecular beacon, Hinp1I cleavage, fluorescence | P26358 | 0.83% of 360,000 active | inhibition (reported as % activation of signal), % at 10 µM | AID 588458; in the data active = inhibition above about 50%
An asterisk follows results filed as active; · = no result given.

SMILES	STEP inh	MsrA inhibitor	Scp-1 inhibitor	E coli Lon inh	NRP1-CendR mod	LMPTP block	MsrA act	SUMO1 PPI mod	Tb MetRS inh	DNMT1 inh
COc1ccc(Cl)cc1NC(=O)COC(=O)c1c(-c2ccccc2)noc1C	-2	0.1	-16	2	21	3.9	-1	6	-0.4	0
CC(C)CCC(CCNCc1ccccn1)c1ccc(Cl)cc1 (centres undefined)	2	-1.4	-2	0	-2	-1.8	1	-5	0.2	0
N#Cc1ccc(NC(=O)c2cc(S(=O)(=O)N3CCOCC3)ccc2N2CCCC2)cc1	0	0.6	-5	6	0	-0.5	-3	-1	-0.3	0
COc1ccc(NC(=O)Cn2nnc3ccccc32)c([N+](=O)[O-])c1	4	2.8	-2	-7	7	-0.8	-6	-30	-0.4	1
C=C(C)Cn1c(-c2ccccc2)nc2ccccc21	-5	0.1	-3	-1	7	3.3	-7	4	-0.9	1
NC(=O)c1nsc(C(=O)N(CC(=O)NC2CCCCC2)c2ccc(Cl)cc2)c1N	-1	-2.2	-1	0	-2	-1.2	-1	-6	-0.4	2
CCn1c(CCNC(=O)c2ccc(OC)cc2)nnc1SCc1ccc(Cl)c(Cl)c1	1	-1.8	0	-6	-7	1.6	-3	2	0.1	-7
COC(=O)c1ccc(NC(=O)COC(=O)COc2cccc3c2OC(C)(C)C3)cc1	0	-1.0	-8	-9	-7	0.5	-6	-3	-0.4	2
Cc1sc2nc(SCC(=O)N3CCOCC3)[nH]c(=O)c2c1-c1ccccc1	0	0.6	6	-16	-25	0.1	-3	0	0.6	1
COC1=CC(=O)OC(c2ccc(C(F)(F)F)cc2)C1 (centres undefined)	·	1.2	·	·	26*	-0.7	·	2	-0.6	·
Cc1cccc(N/C(N)=N/c2nc(C(F)(F)F)cc(C(F)(F)F)n2)c1	-1	0.7	-3	-3	-2	0.1	-3	1	-0.2	4
C/C(=N\NC(=O)CSCc1ccccc1Cl)c1cccc(NC(=O)c2ccccc2)c1	0	-0.1	-7	1	9	0.3	0	-1	-0.2	-8
Cc1cc(C)n2nc(SCC(=O)N/N=C/c3ccc(F)cc3)nc2n1	-4	1.1	3	0	1	-1.7	-14	51*	-0.7	3
Cc1cccc(-[n+]2c(C)cc(C)c3c(=O)[nH]c(=O)[nH]c32)c1	0	3.1	-5	11	-7	-1.1	-17	3	-0.9	1
CCc1ccc(CNC(=O)C2CCN(S(=O)(=O)N3CCC(C)CC3)CC2)cc1	-1	-1.9	-5	1	7	0.4	-1	2	-0.1	0
O=C1CN(C(=O)CNCc2ccccc2Cl)c2ccccc2N1	0	0.8	-4	-1	6	-0.8	-2	-1	-0.4	0
N=c1nc(N)nc2n1NC(c1ccc(F)cc1)=CS2	-2	1.1	-4	-8	-7	0.5	-1	12	0.0	-8
O=C(CSc1nc2ncc(Br)cc2[nH]1)Nc1ccccc1-c1ccccc1	-2	1.1	-1	6	7	1.0	-4	4	-0.4	-1
COc1ccc(NC(=O)N2CCCC2C(=O)Nc2ccc(C)cc2C)cc1 (centres undefined)	0	-1.0	4	1	-3	0.2	-2	4	0.2	5
Cc1ccccc1NC(=O)c1cccc(C(F)(F)F)c1	6	-0.4	-2	-17	8	-1.1	-3	1	-0.5	3
CC1(C)C(=O)C2(C(=O)NCc3ccccc3)CCC1C2 (centres undefined)	-1	-0.6	-9	-2	-1	-0.3	-2	1	1.5	-1
Cc1ccc(NC(=O)CSCC(=O)NCCc2ccccc2)cc1	0	-0.8	-7	3	-5	0.0	-3	-7	-0.3	4
O=C1ON=C(c2cccc([N+](=O)[O-])c2)/C1=C/c1ccc(O)cc1	-1	0.6	5	6	-32	1.7	-3	-8	0.0	3
CCOC(=O)c1cc2n(n1)C(C(F)(F)C(F)(F)F)CC(C)N2 (centres undefined)	-8	-1.1	-4	4	-1	0.4	-12	2	-2.2	7
O=C(CCS(=O)(=O)Cc1ccc(Cl)cc1)NCCCN1CCN(c2ccccc2F)CC1	1	-0.6	-8	-8	-3	-0.8	0	2	-0.2	-2

(cont.)
SMILES	STEP inh	MsrA inhibitor	Scp-1 inhibitor	E coli Lon inh	NRP1-CendR mod	LMPTP block	MsrA act	SUMO1 PPI mod	Tb MetRS inh	DNMT1 inh
C=CCOC(=O)C1=C(C)NC(SCC(N)=O)=C(C#N)C1c1cccs1 (centres undefined)	0	0.1	2	3	1	0.8	0	-4	0.1	-23
Cc1cc(NC(=O)CN2C(=O)S/C(=C\c3ccccc3)C2=O)no1	-2	-0.1	-5	-9	6	-1.3	-3	-4	0.1	6
O=C(COc1ccccc1Cl)N1CCc2ccccc21	2	0.0	-11	-7	16	1.7	0	-3	-0.6	1
COC(=O)c1ccc(NS(=O)(=O)c2ccc(S(=O)(=O)N3CCOCC3)cc2)cc1	-1	0.6	-8	-4	7	0.2	-1	1	-0.1	0
Cc1[nH]c2ccccc2c1C(=O)C(=O)NCCCc1ccccc1	0	1.2	-16	-7	7	0.3	-2	2	1.2	0
COC(=O)c1ccccc1NC(=O)CCCN1C(=O)C(c2ccccc2)Oc2cccnc21 (centres undefined)	0	-0.1	-13	-4	2	1.6	0	4	-0.2	-1
COc1cc(NC(=O)Nc2nnc([C@H]3C[C@H](O)[C@@H](CO)O3)s2)cc(OC)c1OC	-2	0.2	·	-4	-11	0.6	-2	7	0.0	2
CN(C)/C=N/C(=S)Nc1ccccc1F	0	0.2	-8	13	12	-0.8	0	-4	-0.4	-1
COc1cc(C2C(C(=O)OCCC#N)=C(C)NC3=C2S(=O)(=O)c2ccccc23)cc(OC)c1OC (centres undefined)	-2	0.6	-8	4	-17	1.3	-4	-9	-0.7	0
COCCNC(=O)NC(=O)CN1CCN(C(c2ccccc2)c2ccccc2)CC1	-1	-0.5	-3	4	2	-1.7	-8	0	-0.8	3
C=CCn1c(=O)c2c(nc3n2CCCN3Cc2ccccc2)n(C)c1=O	-2	0.3	-5	-4	0	-2.1	-2	7	-0.4	3
O=C(CNCCc1ccc(F)cc1)Nc1cc(F)ccc1F	-2	0.2	-7	-1	-2	-0.3	-4	2	-0.7	-2
O=C(NCc1ccccc1)c1cc(-c2cccs2)on1	1	-0.5	-3	-1	3	1.6	1	-2	0.1	-4
COC(=O)[C@H]1C[C@@]2(O)CN(S(=O)(=O)c3ccc(C)cc3)C[C@@]2(OC(=O)NC2CCCC2)C[C@H]1C(=O)OC	0	-0.1	·	-5	-6	-1.1	-9	-2	-0.5	3
Cc1cc(/C=C(/C#N)C(=O)O)c(C)n1CCC(C)C	0	4.8*	-5	-7	-24	-0.3	-6	-3	0.3	1
Oc1ccc(Cc2ccccc2Cl)c(O)c1	-3	0.0	-5	-5	1	0.5	-3	5	0.0	-1
Cc1nc2ccccn2c1-c1nnco1	-6	-1.1	-9	-3	-6	-2.9	-6	0	-1.1	-1
COc1ccccc1N1CCN(C(=O)CSc2nc(C)c(Cc3ccccc3)c(=O)[nH]2)CC1	-5	1.1	3	0	-12	0.1	1	5	1.2	-2
CCOc1ccc(CCN2C(=S)N([C@@H](Cc3ccccc3)CN3CCC[C@@H]3CN3C(=S)NC[C@@H]3Cc3ccc(O)cc3)C[C@@H]2CC(C)C)cc1	1	-0.1	·	2	19*	3.6	-2	6	-0.4	-25
O=C(Nc1ccc(S(=O)(=O)N2C[C@@H]3C[C@@H](C2)c2cccc(=O)n2C3)cc1)c1ccc(F)cc1	0	0.1	0	10	-6	0.2	-1	4	0.2	-2
c1ccc(-c2cc(-c3nnc4sc(-c5ccccn5)nn34)[nH]n2)cc1	-1	0.3	-4	-10	1	16	-3	5	-1.0	1
CON(C)c1nc(OCCNC(=O)OCc2ccc(Cl)cc2C)nc(N(C)C)n1	-1	1.2	-2	1	7	-1.2	-3	2	-0.3	-2
O=C1CC(NS(=O)(=O)c2ccc([N+](=O)[O-])cc2)CN1c1ccc2c(c1)OCCO2 (centres undefined)	-1	1.8	-2	11	-8	-0.2	-4	-40	-0.4	0
N#Cc1c(Nc2ccccc2)c(C=NCCN2CCOCC2)c[nH]c1=O	-6	0.2	-5	-17	-2	-6.2	-6	-1	0.7	-2
CCOc1ccc(NC(=O)c2ccc(C#CC(C)(C)O)cc2)cc1	2	-0.6	0	1	-8	-0.3	-2	0	-0.8	1

(more compounds)
SMILES	STEP inh	MsrA inhibitor	Scp-1 inhibitor	E coli Lon inh	NRP1-CendR mod	LMPTP block	MsrA act	SUMO1 PPI mod	Tb MetRS inh	DNMT1 inh
CCCCN1C(=O)/C(=C/C=C2\Oc3ccccc3N2CC)SC1=S	-42	1.1	-4	-467	131	8.4	-5	-28	-0.6	20
CCOC(=O)[C@]12CCCC=C1N(Cc1cccc3ccccc13)C(=O)[C@H](CC(=O)NCc1cccc(C(F)(F)F)c1)C2	·	1.1	·	1	20	3.6	-2	3	-1.2	·
O=C(NCC(=O)N(CC1CCCO1)C(C(=O)NC1CCCC1)c1ccc(F)cc1)c1ccco1 (centres undefined)	3	-1.1	-3	0	-1	-0.1	-3	-1	0.4	2
CN(C)c1ccc(CNc2ccc3c(c2)ncn3C(C)(C)C)cc1	0	0.1	7	13	3	3.9	-10	-8	-1.2	6
O=C(NCc1ccc2c(c1)OCO2)C1CCN(c2ncccn2)CC1	1	-1.0	-5	-1	0	-1.5	0	1	-0.4	8
CN1CCN(CP(=O)(N2CCOCC2)N2CCOCC2)CC1	-3	-0.7	-8	-3	-21	-3.6	7	-1	-0.4	0
Cc1ccccc1NC(=O)COC(=O)c1c[nH]c(=O)[nH]c1=O	-2	-0.4	-3	-6	3	-0.5	-4	8	-0.2	3
CCCCCSc1nc2c(c(=O)[nH]c(=O)n2C)n1CC	2	0.3	-7	-13	5	-1.8	0	-3	0.4	-4
Cc1cc(C)n2[nH]c(=O)c(N=Nc3ccccc3)c2n1	-4	1.5	-10	6	2	2.1	-4	-33	-0.6	0

A section from the list above, as a working copy:
SMILES	STEP inh	MsrA inhibitor	Scp-1 inhibitor	E coli Lon inh	NRP1-CendR mod	LMPTP block	MsrA act	SUMO1 PPI mod	Tb MetRS inh	DNMT1 inh
CCCCN1C(=O)/C(=C/C=C2\Oc3ccccc3N2CC)SC1=S	-42	1.1	-4	-467	131	8.4	-5	-28	-0.6	20
CCOC(=O)[C@]12CCCC=C1N(Cc1cccc3ccccc13)C(=O)[C@H](CC(=O)NCc1cccc(C(F)(F)F)c1)C2	·	1.1	·	1	20	3.6	-2	3	-1.2	·
O=C(NCC(=O)N(CC1CCCO1)C(C(=O)NC1CCCC1)c1ccc(F)cc1)c1ccco1 (centres undefined)	3	-1.1	-3	0	-1	-0.1	-3	-1	0.4	2
CN(C)c1ccc(CNc2ccc3c(c2)ncn3C(C)(C)C)cc1	0	0.1	7	13	3	3.9	-10	-8	-1.2	6
O=C(NCc1ccc2c(c1)OCO2)C1CCN(c2ncccn2)CC1	1	-1.0	-5	-1	0	-1.5	0	1	-0.4	8
CN1CCN(CP(=O)(N2CCOCC2)N2CCOCC2)CC1	-3	-0.7	-8	-3	-21	-3.6	7	-1	-0.4	0

Rows were taken by chance. About 4.3% of those tested had a hit in this group.
